BRCA1 expr act: increases BRCA1 expression. AID 624202. 380,000 tested, 1.1% active. Potency, µM (doses to about 46.1 µM), inactives show at the highest dose activation, usual class: activators. MCF7-BRCA1-FFLuc reporter, luminescence, 48 h; response scale: scaled: vehicle 0%, 10 µM genistein 100%; active means well fitted activation curve with a large enough effect; inconclusive means small, poorly fitted or top-dose-only effect; inactive means no such curve, though single readings can be large or run the other way; further: nearly all actives have a fitted effect of over 80% in size; some results filed as inactive show a strong effect at the top dose
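Quantitative HTS in MCF7 cells stably reporting BRCA1 expression via firefly luciferase. Compound treatment lasts 48 h at 37 °C in phenol-red free MEM. Activation is expressed relative to genistein at 10 microM and DMSO.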
Active calls of the source: *; u = inconclusive; [ ] = dose if it differs, or a comment. Potency means the concentration at half of the fitted maximal effect.

SMILES	BRCA1 expr act
CCN(C(=O)Cn1cnc2onc(-c3ccc(F)cc3)c2c1=O)c1cc(C)ccc1C	18%
Cc1noc(-c2ccc(NC(C)c3ccccc3)c([N+](=O)[O-])c2)n1 (stereo not given)	-1%
CCOC(=O)[C@]12CCCC=C1N(Cc1ccc3c(c1)OCO3)C(=O)[C@H](CC(=O)N1CCOCC1)C2	2%
O=C(CNC(=O)C1CCCCC1)OCC(=O)c1ccccc1	3%
Nc1ccn(C(C=O)CC(C=O)CO)c(=O)n1 (stereo not given)	4%
CCNC(=O)C1(C)CCN(C(=O)c2ccc(OC(F)F)cc2)C1 (stereo not given)	-20%
CN(C)C(=O)c1cccc(-c2cnc3c(NC=O)cc(-c4ccc(F)cc4)cn23)c1	-61%
COc1ccc(Cl)cc1-c1cc(C(=O)NCc2ccc(F)cc2)[nH]n1	-57%
CCCCC[C@@H](C)N1C[C@H](COCc2ccccc2)Oc2cc(N3CCC[C@H]3C(N)=O)ccc2S1(=O)=O	-4%
COc1ccc(CNC(=O)CCCN2C(=O)CSc3c2c(C)nn3-c2ccccc2)c(OC)c1	0%
CC(C)(C)CC(=O)Nc1nnc2n1CCS2	4%
Cc1nc2c(-c3ccccc3)c(C)nn2c(C)c1CCC(=O)NC(C)c1ccccc1 (stereo not given)	-17%
CC(=O)NCCNC(=O)Cn1nnc(-c2ccccc2)c1COc1ccc2ccccc2c1	9%
COc1ccc(-c2nnc(SCc3cccc(Cl)c3)o2)cc1	14%
COc1cc(C(=O)OCc2cc(=O)n3nc(C4CCCCC4)sc3n2)cc(OC)c1OC	5%
Cc1cccc(C)c1OCc1cc(=O)n2c(-c3ccccc3)csc2n1	0%
O=C(NCc1cccc(Br)c1)c1cccn1-c1nnc(N2CCCCC2)s1	0%
CCCS(=O)(=O)NC(=O)C1(C)CCN(C(=O)c2c(F)ccc(C)c2F)C1 (stereo not given)	24%
CC(=O)Nc1ccc(NC(=O)COC(=O)c2ccccc2OCc2cccc(Br)c2)cc1	12%
COC(=O)c1ccc2cc(C)cc(C)c2n1	-4%
COc1ccc(CNC(=O)c2cc3sccc3n2Cc2ccc(F)cc2)cc1	5%
COc1cccc(CNC(=O)CN2C(=O)N(c3ccc(C)cc3C)S(=O)(=O)c3ccccc32)c1OC	-49%
O=[N+]([O-])c1ccc(/C=C/c2ccc3cccnc3c2)cc1	u
CCOc1ccc(-c2cncc3nccn23)cc1	2%
COCCc1ccc(OC2(C)CCN(Cc3cccc(OC)c3OC)C2)cc1 (stereo not given)	9%
COc1ccc(NC(=O)c2cccc3c(-c4ccc(O)c(OC)c4)coc23)cc1	-62%[inhibitor]
CCc1nc2ccc(C(=O)NCc3ccc4c(c3)OCO4)cn2c1N(CCC(C)C)CCN(C)C	-17%
CCNC(=S)Nc1ccc2c(c1)c(=O)n(C)n2CC=C(C)C	0%
Cc1ccc(Cl)cc1N1CCN(C(=O)c2ccc3c(Cl)c4c(nc3c2)CCCC4)CC1	13%
O=C(NCc1cccnc1)c1csc([C@@H]2O[C@H](CO)[C@H](O)[C@H](O)[C@H]2O)n1	0%
CCCCOc1ccc(S(=O)(=O)NC(=O)C2(C)CCN2C(=O)Cc2cccs2)cc1 (stereo not given)	-1%
CCOC(=O)C(=O)Nc1c(C(=O)Nc2cccc(F)c2)oc2ccccc12	5%
CCOC(=O)C1=C(CN2CCN(c3ccccc3)CC2)NC(=O)NC1c1ccc(C)cc1 (stereo not given)	14%
O=C(NCc1ccccc1)C1c2ccccc2OCC(=O)N1CCCN1CCOCC1 (stereo not given)	7%
O=C1C(=Cc2cccc(Cl)c2)Cc2ccccc21	72%
Cc1ccc2[nH]c(=O)c3cc(C(=O)NC4CCC(C)CC4)sc3c2c1 (stereo not given)	0%
CN(C)C(=O)c1cccc(-c2cc(NC=O)c3ncc(-c4ccc(F)c(Cl)c4)n3c2)c1	-60%
O=c1ccn([C@@H]2O[C@H](CNCc3cccc4c3sc3ccccc34)[C@@H](O)[C@H]2O)c(=O)[nH]1	0%
O=C(COc1ccccc1C(=O)Nc1ccccc1)Nc1ccccc1-c1ccccc1	-48%
CCOC1CCCc2oc(-c3ccc(OC)cc3)c(C#CCCO)c21 (stereo not given)	0%

Grouped by structure: the compounds so far with bromine
SMILES	BRCA1 expr act
O=C(NCc1cccc(Br)c1)c1cccn1-c1nnc(N2CCCCC2)s1	0%
CC(=O)Nc1ccc(NC(=O)COC(=O)c2ccccc2OCc2cccc(Br)c2)cc1	12%

The list goes on.
SMILES	BRCA1 expr act
Cc1nn(C(=O)c2cccc(F)c2)c(C)c1S(=O)(=O)N1CCCCCC1	2%
Cc1cccc(NC(=O)N2CCN(C)c3ncccc32)c1C	10%
CCc1ccc(OCC2c3cc(OC)c(OC)cc3CCN2C(=O)Cc2ccc(OC)c(OC)c2)cc1 (stereo not given)	-51%
COc1cc(CN(C(=O)Nc2ccccc2)c2ccccn2)cc(OC)c1OC	0%
Cc1ccc2c(c1)-c1nc(-c3ccc4c(c3)NC(=O)CO4)cc(-c3ccc(F)cc3)c1CO2	-1%
COCCNc1nc(NCc2cccs2)nc2ccsc12	-60%
Cc1ccccc1Cn1c(=O)n(CCCCC(=O)NCCc2ccccc2)c(=O)c2ccccc21	1%
CCOC(=O)c1ccc(N2C(=O)c3n[nH]c(C)c3C2c2ccc(C(C)(C)C)cc2)cc1 (stereo not given)	0%
CC(=O)Nc1cc(-c2cccc(N)c2)cn2c(-c3ccc(C(C)=O)cc3)cnc12	-37%
OC(c1ccc(F)cc1)c1ncc(-c2ccc(Oc3ccccc3)cc2)[nH]1 (stereo not given)	12%
Cc1cc(N(C)C)ccc1/C=C/c1ccnc2ccccc12	u
CN1OC[C@@H]2CN(S(=O)(=O)c3cccc(C(F)(F)F)c3)[C@H](c3ccc(N4CCCCC4)cc3)C[C@@H]21	11%
C=C1C(=O)[C@]23C[C@H]1CC[C@H]2[C@]1(C)[C@@H](OC(C)=O)CC[C@@](C)(C(=O)O)[C@H]1C[C@@H]3O	-74%
COc1cccc(CN2CCC2(C)C(=O)Nc2cccc3cccnc23)c1F (stereo not given)	-28%
CC(=O)Nc1ccc(-c2ccnc3c2CC(C)(C(=O)NC(C)C)O3)cc1 (stereo not given)	-1%
COc1ccc(CNC(=O)Cn2c(SCC(=O)N(C)c3ccccc3)nc3ccccc32)cc1	0%
Cc1cccc(-c2nc(-c3ccc4c(c3)[nH]c(=O)n4C)no2)c1	2%
O=C(Nc1ccn(CCOC(=O)c2ccccc2)c(=O)n1)c1ccccc1	19%
COc1ccc(N(CC(=O)NCCc2ccc(Cl)cc2)S(=O)(=O)c2c(C)nn(C)c2C)cc1	-29%
COc1ccc(NC(=O)c2cc(-c3cc(F)ccc3OCC3CCCO3)n[nH]2)cc1OC (stereo not given)	-7%

6 of the entries above in order of their number in BRCA1 expr act, high to low:
SMILES	BRCA1 expr act
O=C(Nc1ccn(CCOC(=O)c2ccccc2)c(=O)n1)c1ccccc1	19%
O=C(CNC(=O)C1CCCCC1)OCC(=O)c1ccccc1	3%
Cc1cccc(-c2nc(-c3ccc4c(c3)[nH]c(=O)n4C)no2)c1	2%
CCNC(=S)Nc1ccc2c(c1)c(=O)n(C)n2CC=C(C)C	0%
COc1ccc(N(CC(=O)NCCc2ccc(Cl)cc2)S(=O)(=O)c2c(C)nn(C)c2C)cc1	-29%
C=C1C(=O)[C@]23C[C@H]1CC[C@H]2[C@]1(C)[C@@H](OC(C)=O)CC[C@@](C)(C(=O)O)[C@H]1C[C@@H]3O	-74%

Carrying on.
SMILES	BRCA1 expr act
C(=Nc1cnc2ccccc2c1)c1ccncc1	35%
Nc1c(C(=O)Nc2ccc(F)c(F)c2)sc2nc(-c3ccncc3)ccc12	7%
COc1ccc2[nH]cc(CCN=C(NC(=O)c3ccccc3OC)Nc3nc(C)cc(C)n3)c2c1	-62%
Nc1ccn([C@@H]2O[C@H](C(=O)NCCc3ccc(F)cc3)[C@@H](O)[C@H]2O)c(=O)n1	13%
COc1c(C)cc(C(O)c2ncc(-c3ccc4ccccc4c3)[nH]2)cc1C (stereo not given)	2%
COc1cc(OC)cc(-c2nc3nc(C)c(CCC(=O)Nc4cc(F)ccc4F)c(C)n3n2)c1	0%
COc1cccc(CNC(=O)COC(=O)c2ccc(S(C)(=O)=O)c([N+](=O)[O-])c2)c1	2%
CN(C)c1ccc(/C=C2\C=Cc3ccccc32)c(F)c1	6%
O=C(Nc1c(C(=O)Nc2ccc(F)cc2)oc2ccccc12)c1cc2ccccc2o1	3%
CCc1nc2c(OCc3cc(Cl)cc(Cl)c3)cccn2c1N(C=O)Cc1ccc(OC)cc1	-49%
CSc1ccc(NC(=O)C2(C)CCN2C(=O)c2sccc2C)cc1 (stereo not given)	7%
Cc1cc(C)c(NC(=O)CSc2nc(=O)n(Cc3ccco3)c3c2CCC3)c(C)c1	-7%
COc1ccc(-c2cnc3c(NC(C)=O)cc(-c4ccccc4OC)cn23)cc1OC	-20%
CSc1ccc(CN2CCC2(C)C(=O)Nc2cccc(NS(C)(=O)=O)c2)cc1 (stereo not given)	-13%
CCOc1ccc(CCN2C(=O)C(=O)N([C@@H](CC(C)C)CN3CCC[C@H]3CN3C(=O)C(=O)NC[C@@H]3CC(C)C)C[C@@H]2CC(C)C)cc1	-5%
COC(=O)c1ccc2nc(-c3ccc(Cl)cc3)c(Cc3ccc(OC)cc3C)n2c1	44%
O=c1c(-c2cc(-c3ccc(Cl)cc3)nc3c2COc2ccccc2-3)coc2ccccc12	-26%
O=C(CSc1nc2cc(C(=O)NC3CCCC3)ccc2c(=O)n1CC1CCCO1)c1cccc(Cl)c1 (stereo not given)	-11%
COC(=O)[C@]12CCCCC=C1N(CCC1=CCCCC1)C(=O)[C@H](CC(=O)NCc1cccc(C(F)(F)F)c1)C2	-40%
COc1ccc(-n2nnnc2C(c2cc3ccccc3o2)N2CCN(C/C=C/c3ccccc3)CC2)cc1 (stereo not given)	0%

Fetched by compound from above:
SMILES	BRCA1 expr act
COC(=O)c1ccc2nc(-c3ccc(Cl)cc3)c(Cc3ccc(OC)cc3C)n2c1	44%
CCc1nc2c(OCc3cc(Cl)cc(Cl)c3)cccn2c1N(C=O)Cc1ccc(OC)cc1	-49%
COC(=O)[C@]12CCCCC=C1N(CCC1=CCCCC1)C(=O)[C@H](CC(=O)NCc1cccc(C(F)(F)F)c1)C2	-40%

Later entries:
SMILES	BRCA1 expr act
CCn1ccc2cc(S(=O)(=O)N3CCCN(C(=O)Nc4ccc(C)cc4)CC3)ccc21	-17%
Cc1nc(-c2ccccc2)sc1CCNC(=O)C(=O)Nc1ccc(F)c(Cl)c1	5%
Cc1ccc(CN2CC(N3CCC(c4ccccc4)CC3)CS2(=O)=O)cc1 (stereo not given)	1%
CC1=C(C(=O)N(C)C)CC(CC(=O)NCc2cccs2)C(=O)N1Cc1ccc(C(C)(C)C)cc1 (stereo not given)	7%
O=C(NC1CCCCC1)C1c2ccccc2OCC(=O)N1Cc1ccccc1 (stereo not given)	9%
O=C(NCc1cccc(Br)c1)c1ccc(NC(=O)N2CCCCc3ccccc32)cc1	0%
O=S(=O)(c1ccc(Cl)cc1)N1CCN(c2nc(Nc3cc(Cl)ccc3O)nc3ccccc23)CC1	-4%[36.9 µM]
CC(C)Oc1ccc(CN2CCC2(C)C(=O)Nc2cccc3cccnc23)cc1 (stereo not given)	-8%
CCCN1CNc2c(c(=O)[nH]c(=S)n2CCc2ccc(Cl)c(Cl)c2)C1	0%
N#CCCN(Cc1ccccc1)C(c1ccnc2ccccc12)c1nnnn1-c1ccc2c(c1)OCCO2 (stereo not given)	21%
Cc1c2cnn(-c3ccccc3)c(=O)c2c(C)n1CC(=O)NCc1ccccc1	7%
Cc1ccc(-c2cnc(C(O)c3cc(Cl)cc(Cl)c3)[nH]2)cc1 (stereo not given)	-25%
O=C(CSc1nc2ccc(F)cc2c(=O)n1-c1ccccc1)Nc1ccc2c(c1)CCC2	-8%
CC1(C(=O)NS(=O)(=O)c2ccc(F)cc2F)CCN1C(=O)c1ccco1 (stereo not given)	-34%
N#Cc1ccc(-c2nc3ccc(Br)cn3c2Cc2ccsc2)cc1	17%
O=C(Nc1ccc(OCc2ccccc2)cc1)Nc1nnc([C@@H]2C[C@H](O)[C@@H](CO)O2)s1	24%
O=C(c1ccc(C(F)(F)F)cc1)N(CCCn1ccnc1)C(c1ccccn1)c1nc2ccccc2[nH]1 (stereo not given)	-16%
Cc1cc(C)cc(OCC(=O)N(Cc2cccs2)c2ccc(Cl)cc2)c1	-9%
COc1ccccc1OC(C)C(=O)Nc1c(C(=O)c2ccc(Cl)cc2)oc2ccccc12 (stereo not given)	-6%
COC(=O)c1ccc2c(c1)N(CC(=O)Nc1ccc(C)c(C)c1)C(=O)c1ccccc1S2	-6%
COc1ccc(C(=O)Nc2nnc([C@@H]3C[C@H](O)[C@@H](CO)O3)s2)cc1	16%
COCCOC(=O)N1CCN(/[N+]([O-])=N/Oc2ccc([N+](=O)[O-])cc2[N+](=O)[O-])CC1	-66%
CCCCNC(=O)CSc1nc2ccccc2nc1Cc1ccccc1	-5%
CCOC(=O)c1cnc2ccc(C(=O)OC)cc2c1Nc1ccccc1CC	8%
OC(c1ccc(F)c(F)c1)c1nc(-c2cccc3cccnc23)cs1 (stereo not given)	0%
COc1cccc(-c2cnc(C(O)c3cc(C)cc(C)c3)[nH]2)c1 (stereo not given)	-3%
Cc1nc(C#N)nc(Oc2ccccc2)c1Cl	0%
CCc1nc2c(OCc3ccc(F)c(F)c3)cccn2c1N(C)C(=O)c1ccncc1	7%
COc1cc(CN2CCC(C(=O)NC(c3ccccc3)c3ccsc3)CC2)cc(OC)c1 (stereo not given)	-25%
O=C1CS(=O)(=O)C2(C(=O)N(Cc3ccccc3Cl)c3ccccc32)N1c1ccc(F)cc1 (stereo not given)	-5%
Cc1cc(C(=O)N2CCC(C)(C(=O)NS(=O)(=O)C3CC3)C2)n(C(C)(C)C)n1 (stereo not given)	6%
Cc1ccc(F)c(S(=O)(=O)NC(=O)C2(C)CCN2C(=O)c2ccccc2)c1 (stereo not given)	4%

Only part of the results is shown, so the mix of outcomes need not match the whole.
